Screens (PubChem BioAssay)
miR122 inh – miR-122 Renilla sensor signal increase in Huh7, primary screen, miR-122 inhibitor project, cell-based, single point, plate reader; Huh7 miR-122 Renilla luciferase sensor, 48 h; neutral wells = 0, positive control = 100; AID 602342, 2012; actives 0.3% (n = 340,000); activation (reporter increase), % at 12.5 µM;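 active means mean replicate activation score at least 90 and every replicate individually at or above 90; inconclusive means only one of the two criteria met; inactive means neither criterion met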;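 further: higher luciferase means less miR-122 activity so hits act as miR-122 inhibitors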
GSIS activator – GLuc luminescence reporter in INS-1E cells, primary screen for activators of glucose-dependent secretion of insulin | AID 743287, 2014 | activation, % at 16.6 µM | actives 0.61% (n = 370,000) | INS-1E GLuc reporter insulin secretion, 2-3 h;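 active means lowest replicate activation of at least 40%, so every replicate reaches that level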;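 further: 0% = median of neutral control wells and 100% = median of IBMX positive control wells; some compounds called inactive have numbers as strong as hits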
EWS-Fli inh – EWS/Fli-driven NR0B1 reporter inhibitors, primary screen, A673 cells, NR0B1 luciferase, luminescence, MLPCN library | viability-normalised | inhibition, % at 12.6 µM | actives 0.67% (n = 350,000) | AID 651661, 2012;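 active means mean inhibition of at least 50% after viability correction, with every replicate also passing that limit; inconclusive means mean reaches 50% but only one of two replicates passes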;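 further: firefly luciferase signal divided by Alamar Blue viability fluorescence both relative to DMSO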
FN deposit inh – inhibitors of fibronectin matrix deposition, primary screen, AH1F cells, Alexa488-fibronectin fluorescence, plate reader; AH1F fibroblasts, overnight; inhibition, % at 12.6 µM; actives 0.086% (n = 350,000);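 active means mean inhibition across replicates of 30% or more, regardless of how many single replicates reach that level; inconclusive means mean under 30% yet at least half of replicates reach 30%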;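 further: positive control wells lacked labelled fibronectin entirely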
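Material: AH1F fibroblasts assembling fluorescent fibronectin matrix; amount: 10000 AH1F cells/well; medium: DMEM, 2% serum; reagent: Alexa488-fibronectin, 24 nM final in well; dosing: single compound dose, delivered by pin transfer; incubation: 1 h adhesion, overnight exposure; detection: fluorescence after three HBSS washes, excitation 485 nm, emission 525 nm; measure: fibronectin deposition inhibition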
CFTR F508del cor – F508del CFTR correction, initial screen, CFBE line, single point | CFBE cells, YFP halide quenching; stimulated with forskolin plus potentiator P3; % fluorescence drop versus neutral controls | activity (quench increase), % at 7.58 µM | actives 0.36% (n = 350,000) | AID 720511, 2013;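 active means mean added fluorescence quench of at least 8% versus neutral control, with both replicates also reaching 8%; inconclusive means only one of the mean or replicate conditions met; inactive means mean below 8% and not both replicates reaching 8%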;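 further: cells transiently co-express mutant CFTR-F508del with the halide-sensitive YFP; corrector assay measuring rescue of mutant channel to the surface after 24 h compound exposure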
DENV2 CPE – inhibitors of DENV2 cytopathic effect, primary screen, cell-based, plate reader, single concentration. DENV2-infected cells, cytopathic effect rescue. CPE inhibition, % at 9.99 µM. actives 1.7% (n = 350,000). AID 651640, 2012; in the data active means CPE inhibition above about 20%, passing the limit was not always enough; inconclusive means no clear call, values can overlap the other calls; tested in BHK-21 cells;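 further: 0% = median of neutral control wells and 100% = median of positive control wells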
PAX8 reporter – inhibitors of PAX8-driven TPO luciferase reporter, primary screen, RMG-I cells, single concentration; inhibition, % at 12.6 µM; SteadyGlo, 24 h; actives 1.2% (n = 360,000);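 active means mean replicate inhibition at least 60% with every replicate also reaching 60%; inconclusive means only one of the two criteria is met; inactive means mean below 60% and not all replicates reaching 60%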;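 further: luciferase light reporting Pax8 driven TPO promoter activity; plate controls were median of neutral control wells for no effect and mitoxantrone controls for full effect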
* hit, by the source's call; ? = inconclusive; / = no result given; & = joins results of further samples; [ ] = remark or other dose. Hits appear at their usual frequency; any-hit rate near 3.9%.

SMILES	miR122 inh	GSIS activator	EWS-Fli inh	FN deposit inh	CFTR F508del cor	DENV2 CPE	PAX8 reporter
COc1ccccc1/C=C/C(=O)NC(=S)NCC1CCCO1 (stereo not drawn)	4	9	8	-3	1.5	-3	-5
COc1ccc(C2OC(=O)CC2C(=O)NCc2ccc(Cl)cc2)cc1OC (stereo not drawn)	-2	-1	-61	/	-0.2	-6	-51
CC(C)N1CC23C=CC(O2)C(C(=O)OCc2ccccc2)C3C1=O (stereo not drawn)	/	19	-5	-25	-1.8	-3	-17
Cc1ccc(S(=O)(=O)N(CCCc2c(C)nc[nH]c2=O)c2ccccc2)cc1	15	25	-3	/	-1.0	4	7
CCCN1CCC(NC(=O)Cc2ccccc2OC)CC1	/	-8	9	-3	-2.9	1	-10
NC(=O)c1ccc(N2CCN(c3ccc(O)cc3)CC2)c([N+](=O)[O-])c1	/	6	/	7	/	/	9
O=c1cc(-c2ccccc2F)oc2ccccc12	3	/	/	2	/	/	-204
C[C@@H]1CCCCO[C@H](CN(C)C(=O)Nc2ccc(C(F)(F)F)cc2)[C@@H](C)CN([C@@H](C)CO)C(=O)c2cc(NS(=O)(=O)c3ccccc3)ccc2O1	4[16.7 µM]	11	7	-15	0.2	-6	81*
O=C1c2ccccc2NC(c2ccccc2O)N1NS(=O)(=O)c1ccccc1 (stereo not drawn)	2	10	-6	6	0.6	-1	-8
CCCNC(=O)N1CCC2(CC1)CN(C(C)=O)[C@H](CO)c1[nH]c3cc(OC)ccc3c12	/	8	-1	/	1.0	-6	/
Cc1ccc(C(=O)NCC(=O)N2CCC(Cc3ccccc3)CC2)cc1	-2	-16	-3	-2	-1.4	14	/
C[C@@H]1CN([C@H](C)CO)S(=O)(=O)c2ccc(C3=CCCCC3)cc2O[C@@H]1CN(C)C(=O)C1CCC1	-4[16.7 µM]	-14	6	/	-0.7	-10	/
Cc1nn(Cc2ccccc2)c(C)c1C(=O)N1CCN(S(=O)(=O)/C=C/c2ccccc2)CC1	/	-12	12	-4	2.6	-3	5
CC(C)(C)OC(=O)N1CCC(NC(=O)c2[nH]c(C(F)(F)F)nc2-c2ccccc2)CC1	-6	/	1	3	-0.3	12	7
CCOc1ccc(C(=O)NC(=S)Nc2cccc(NC(=O)c3ccco3)c2)cc1[N+](=O)[O-]	/	-4	23	/	/	-10	5
NC(=O)Cn1cnc2nc3n(c2c1=O)CCC3	/	0	6	-10	-1.1	-5	11
O=C(C[C@@H]1CC[C@H]2[C@@H](COC[C@H](O)CN2C(=O)Nc2ccc(Cl)cc2)O1)NCC1CC1	-2[16.7 µM]	-27	9	-13	-1.8	6	-58
CC(=O)N1CC2(C1)[C@@H](c1ccccc1)[C@H](CO)N2C(=O)Cc1ccccc1	/	-1	-43	-4	-1.4	2	/
O=C(Nc1ccccc1F)N[C@@H]1CC[C@@H](CCNC(=O)C2CCC2)O[C@@H]1CO	/	-6	2	/	-1.5	-7	3
O=C(Nc1ccc(N2CCOCC2)cc1Cl)C1CCN(C(=O)OCc2ccccc2)CC1	-4	-14	7	-4	/	12	4
Cc1cc2cc(C)c(NCCNC(=O)c3ccccc3F)nc2cc1C	/	3	2	7	/	-5	14
O=C(C[C@H]1C[C@H]2c3cc(NS(=O)(=O)c4ccc(F)cc4)ccc3O[C@H]2[C@@H](CO)O1)NC1CCCCC1	-3[16.7 µM]	13	6	/	-0.8	-7	20
Cn1c(=O)[nH]c(=O)c2c1nc(SCCO)n2CC(O)COc1ccccc1 (stereo not drawn)	/	28	-16	3	-1.5	5	11
COc1cccc(/C=C2\SC(=O)N(CCC(=O)NCCCn3ccnc3)C2=O)c1	-1	18	/	-18	-0.9	-2	-33
Cc1nc(SCC(=O)NCC2CCCO2)c2cc(-c3ccccc3)sc2n1 (stereo not drawn)	-9	/	-99	-13	6.8	-4	-45
C[C@H]1NC(=O)[C@]2(C)[C@@H](c3ccccc3)[C@H]3COc4ccccc4[C@@H]3N2C1=O	-3	0	1	13	-3.8	-13	4
O=C(Nc1ccc2c(c1)[C@H]1C[C@@H](CC(=O)N3CCc4ccccc4C3)O[C@@H](CO)[C@H]1O2)C1CCC1	-3[16.7 µM]	-2	6	0	-0.6	3	5
CCCCCNC(=O)C(c1cccc2ccccc12)n1c(=O)c(-c2ccccc2)nc2ccccc21 (stereo not drawn)	/	9	10	5	-2.5	13	12
C[C@@H](NC(=O)C[C@@H]1CC[C@@H]2[C@H](COC[C@@H](O)CN2Cc2ccc(C(F)(F)F)cc2)O1)c1ccccc1	-2[16.7 µM]	-10	1	2	-0.2	-1	11
O=C(NCc1ccccc1)C1CCCN(S(=O)(=O)c2ccc(-n3cnnn3)cc2)C1 (stereo not drawn)	/	8	9	7	2.7	?	4

A second format for some results above:
Second line of a record: miR122 inh, GSIS activator, EWS-Fli inh, FN deposit inh, CFTR F508del cor, DENV2 CPE, PAX8 reporter
C[C@H]1NC(=O)[C@]2(C)[C@@H](c3ccccc3)[C@H]3COc4ccccc4[C@@H]3N2C1=O
  -3, 0, 1, 13, -3.8, -13, 4
Cc1nc(SCC(=O)NCC2CCCO2)c2cc(-c3ccccc3)sc2n1 (stereo not drawn)
  -9, /, -99, -13, 6.8, -4, -45
Cc1cc2cc(C)c(NCCNC(=O)c3ccccc3F)nc2cc1C
  /, 3, 2, 7, /, -5, 14
O=C(C[C@H]1C[C@H]2c3cc(NS(=O)(=O)c4ccc(F)cc4)ccc3O[C@H]2[C@@H](CO)O1)NC1CCCCC1
  -3[16.7 µM], 13, 6, /, -0.8, -7, 20

More results
SMILES	miR122 inh	GSIS activator	EWS-Fli inh	FN deposit inh	CFTR F508del cor	DENV2 CPE	PAX8 reporter
O=C(CNC(=O)c1ccc(Cl)cc1)N/N=C/C=C/c1ccccc1	/	11	-10	7	-0.9	-4	13
Cc1ccccc1-c1ccc2c(c1)O[C@@H](CN(C)Cc1ccc(C(=O)O)cc1)[C@@H](C)CN([C@H](C)CO)S2(=O)=O	-6	4	10&5&-7	-1&-11	2.2&-1.7&-2.6	-2&-12	5&6
Cc1c2c(n3c(nc4ccccc43)c1C#N)N(CCN(C)C)CC2	/	2	-17	-12	0.7	-7	-7
CCOc1ccc(C(=O)NCC(=O)N2CCN(C/C=C/c3ccccc3)CC2)cc1OCC	/	-5	1	-2	1.3	-6	20
Cc1ccc(/C=C/C(=O)OCC(=O)Nc2cccc(S(=O)(=O)N(C)C)c2)o1	2	-11	/	2	/	/	-8
C[C@@H]1CN([C@H](C)CO)C(=O)c2cc(NC(=O)Nc3ccccc3)ccc2O[C@H]1CN(C)Cc1ccncc1	13[16.7 µM]	11	-3	/	0.2	2	12
O=C(NCCCN1CCOCC1)c1cccc(S(=O)(=O)N2CCc3ccccc32)c1	-1	/	0	-5	-1.6	-3	5
Cc1cccc(N(C(=O)c2csnn2)C(C(=O)NC(C)(C)C)c2ccncc2)c1 (stereo not drawn)	/	3	-1	/	-2.6	-3	/
Cc1nnc(Sc2nc3c(c(=O)n(C)c(=O)n3C)n2Cc2ccc(Cl)cc2)s1	/	10	/	-3	/	/	3
CC(C)NC(=O)c1ccc2c(c1)N(Cc1ccccc1)C(=O)C(C)(C)O2	14	3	4	5	-2.4	7	25
O=C(/C=C/c1ccccc1)N(Cc1cccc(Cl)c1)C1CCS(=O)(=O)C1 (stereo not drawn)	/	4	6	4	-1.9	0	19
CO[C@@H]1CN(C)C(=O)c2cc(NC(=O)c3ccccc3)ccc2OC[C@@H](C)N(C(C)=O)C[C@@H]1C	-10[16.7 µM]	-5	3	17	2.3	-6	/
CCOC(=O)c1c(NC(=O)COC(=O)c2nccnc2N)sc(C(=O)N(C)C)c1C	-5	16	-5	1	-1.9	10	-19
O=C1CCC([N+](=O)[O-])C(c2cccc([N+](=O)[O-])c2)N1 (stereo not drawn)	/	2	-13	3	-0.4	-6	19
CNS(=O)(=O)c1ccc(NC(=O)c2ccccn2)cc1	/	3	-33	-1	/	5	-81
O=C(Nc1ccccc1)N1C[C@H]2[C@@H](c3ccccc31)[C@H](CO)N2CC1CCCC1	4[16.7 µM]	-1	0	/	1.5	-6	-9
O=C(NC(=O)c1ccccc1O)c1ccc2c(c1)CCO2	3	/	-55	3	-1.3	-1	-35
COC(C(=O)Nc1ccc(C(N)=O)cc1)c1ccccc1 (stereo not drawn)	/	-24	-2	3	-3.5	-3	-12
Cc1c(-c2ccccc2Br)nc2ccccc2c1C(=O)O	/	13	-3	3	4.6	-2	4
Cc1ccc(/C=C2/C(=N)N3N=C(CC(=O)N4CCCC4)SC3=NC2=O)o1	2	-6	/	3	1.5	9	-1
N#C/C(=C\C=C\c1ccccc1)C(=O)NCc1cccnc1	-3	9	9	-1	-8.7	10	54
CO[C@H]1CN(C)C(=O)c2cc(NC(=O)C3CC3)ccc2OC[C@@H](C)N(Cc2cc(F)ccc2F)C[C@H]1C	/	-11	3	-2	0.1	-6	12
C[n+]1cccc(/C=N/NC(=O)CC23CC4CC(CC(C4)C2)C3)c1	/	-19	4	-1	0.7	1	-30
CC1(C(=O)NS(=O)(=O)C2CC2)CCCN(C(=O)Cc2ccc(F)cc2)C1 (stereo not drawn)	6	5	-5	2	0.8	16	-9
CCC(=O)N(C)C[C@@H]1Oc2cc(-c3ccncc3)ccc2S(=O)(=O)N([C@H](C)CO)C[C@H]1C	4[16.7 µM]	-6	-6	-5	1.0	3	/
CC(C)(C)c1csc(NC(=O)c2ccc(Br)o2)n1	2	15	-34	-3	2.7	-7	/
Oc1ccc(Br)cc1/C=N/NC(=S)NCCc1ccccc1	-5	-6	48	5	-0.8	-6	6
Cc1ccc(C(=O)OCC(=O)Nc2c(C)nn(-c3ccccc3)c2C)c(O)c1	4	2	-8	-3	0.8	-4	-14
CCCNC(=O)N1CC2(CN(C)C2)c2c(n(C)c3cc(OC)ccc23)[C@H]1CO	/	7	39	/	-1.9	-5	/
N/C(=N\OC(=O)c1cc(Cl)ccc1Cl)c1ccccn1	/	8	44	0	/	0	23
CC(/C=N/NC(=O)c1ccccc1F)c1ccccc1 (stereo not drawn)	-4	12	0	3	-1.2	-1	0
COc1ccccc1C(=O)N1CCN=C1c1ccccc1	2	/	/	0	/	/	11
CCc1nn(-c2ccccc2)c(N)c1C#N	/	30	5	-2	3.2	5	-3
COCc1c(C(=O)N/N=C/c2c[nH]c3ccccc23)nnn1-c1nonc1N	2	2	4	4	1.9	11	7
Cc1cc(C(C)(C)C)c(O)c(C(C)(C)C)c1	-4	/	-8	-1	2.8	2	-5
Cc1ccc(S(=O)(=O)N2CCN(C(=O)CN3CCCCC3)C2)cc1	-1	/	/	3	/	/	6
CC(=O)N1[C@@H]2CN(S(=O)(=O)c3ccccc3)c3ccccc3[C@@H]2[C@@H]1CO	-20[16.7 µM]	11	6	/	0.4	10	-12
CN1CCN(C(=O)C[C@H]2CC[C@@H]3[C@H](COc4ccc(NC(=O)C5CCOCC5)cc4C(=O)N3C)O2)CC1	/	1	-2	1	/	?	-9
O=C(COC(=O)CCSc1ccccc1)NCc1ccccc1	14	-10	-7	5	-0.6	1	3
O=C1OC(c2ccccc2)=N/C1=C\C=C\c1ccccc1[N+](=O)[O-]	/	0	-2	-12	/	-4	7
C[C@H](CO)N1C[C@H](C)[C@H](CN(C)CC2CC2)Oc2c(NC(=O)Nc3ccc(C(F)(F)F)cc3)cccc2C1=O	10[16.7 µM]	-11	-1	/	1.4	-9	12
C[C@H](CO)N1C[C@H](C)[C@H](CN(C)C(=O)CN2CCOCC2)Oc2ncc(C#C[C@@H](C)O)cc2C1=O	4[16.7 µM]	24	-6	/	3.4	?	2
